From PubChem
TAAR1 antagonist: antagonists of human TAAR1. AID 624466. inhibition, % at 3 µM. CHO RD-HGA16 TAAR1, Fluo-8 calcium fluorescence, antagonist. Q96RJ0. 360,000 tested, 1.5% active;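 active means inhibition above a per-plate cutoff, the mean inhibition of test compounds on that plate plus 3 SD, cut at about 49% in these data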;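 further: 0% = DMSO plus EC80 beta-PEA response and 100% = DMSO alone without agonist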
Target sequence (Q96RJ0 whole entry, looked up): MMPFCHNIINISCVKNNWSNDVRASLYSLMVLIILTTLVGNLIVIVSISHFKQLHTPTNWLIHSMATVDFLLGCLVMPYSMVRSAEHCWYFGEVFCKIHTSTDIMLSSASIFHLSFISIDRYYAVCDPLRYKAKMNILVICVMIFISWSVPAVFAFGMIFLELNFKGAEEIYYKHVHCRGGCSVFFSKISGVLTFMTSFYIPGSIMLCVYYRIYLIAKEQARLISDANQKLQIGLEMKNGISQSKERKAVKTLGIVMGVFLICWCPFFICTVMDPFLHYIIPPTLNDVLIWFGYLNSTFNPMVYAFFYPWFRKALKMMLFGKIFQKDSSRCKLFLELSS
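Test system: RD-HGA16 CHO cells with stable hTAAR1 and Gα16 / Probe or stimulus: EC80 β-phenethylamine stimulus / Times: seeding 17-24 h prior, 75-min 37 °C, 30-min RT dye loading / Detection: Fluo-8 calcium-sensitive fluorescence / Read-out basis: % inhibition scaled between DMSO and EC80 PEA controls / Repeats: singlicate, one well per test compound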
CHRM1 agonist: human M1 muscarinic receptor agonism; P11229; CHO-K1 hM1, Fluo-8 calcium fluorescence, agonist mode; 0% DMSO, 100% acetylcholine EC100; activation, % at 3 µM; 360,000 tested, 0.33% active; AID 588814;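 active means activation above the run's mean compound activation plus 3 SD, cut at about 16% in these data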;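 further: peak over basal fluorescence ratio within a 140 s kinetic read after compound addition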
Target sequence (P11229 whole entry, looked up): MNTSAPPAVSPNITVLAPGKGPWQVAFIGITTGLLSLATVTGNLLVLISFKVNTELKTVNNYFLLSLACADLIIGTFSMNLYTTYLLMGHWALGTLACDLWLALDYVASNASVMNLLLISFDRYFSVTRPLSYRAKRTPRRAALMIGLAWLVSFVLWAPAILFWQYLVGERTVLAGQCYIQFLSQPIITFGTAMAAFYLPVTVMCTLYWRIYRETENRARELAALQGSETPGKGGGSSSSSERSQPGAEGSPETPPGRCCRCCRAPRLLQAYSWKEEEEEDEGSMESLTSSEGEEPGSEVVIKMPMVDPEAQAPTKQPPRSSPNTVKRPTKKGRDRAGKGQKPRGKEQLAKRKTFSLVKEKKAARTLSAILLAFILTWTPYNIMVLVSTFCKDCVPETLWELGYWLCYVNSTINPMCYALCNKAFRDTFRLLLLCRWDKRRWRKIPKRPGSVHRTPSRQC
M1 PAM parental: nonselective activator or artifact in parental CHO-K1 calcium assay | ATP EC20, Fluo-8 calcium fluorescence; 0% at ATP EC20, 100% at ATP max | activation, % at 3 µM | 360,000 tested, 0.02% active;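 active means activation above the run cutoff, the mean activation of all test compounds plus 3 SD, cut at about 40% in these data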;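 further: peak over basal fluorescence ratio in a 140 s read after ATP addition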
CHRM1 antagonist: human CHRM1 antagonism; P11229; CHO-K1 hM1, Fluo-8 calcium fluorescence, ACh EC80 antagonist; 360,000 tested, 1.3% active; AID 588852; inhibition, % at 3 µM;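 active means percent inhibition above its own plate's cutoff, namely the mean of that plate's compound wells plus 3 SD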;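 further: peak over basal fluorescence ratio during 140 s after agonist addition; 0% = ACh EC80 plus DMSO and 100% = DMSO alone without agonist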
M1 ag parental: M1 agonist counterscreen hit in parental CHO-K1 cells; activation, % at 3 µM; Fluo-8 calcium fluorescence; scaled to maximal ATP response, vehicle zero; AID 602248; 360,000 tested, 0.48% active; in the data active means activation above about 15%;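 further: untransfected CHO-K1 host cells lacking M1 receptor as counterscreen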
CHRM1 PAM: positive allosteric modulators of human M1 muscarinic receptor. P11229. CHO-K1 hM1, Fluo-8 calcium fluorescence, ACh EC20; 0% = ACh EC20, 100% = maximal ACh. activation, % at 3 µM. 360,000 tested, 0.088% active; in the data active means activation above about 19%, passing the limit was not always enough
CHO parental Ca: counter-screen: ATP calcium response change in parental CHO cells; parental CHO-K1, ATP-induced calcium, Fluo-8 fluorescence; inhibition, % at 5.6 µM; 330,000 tested, 0.63% active;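 active means inhibition above that plate's mean sample inhibition plus 3 SD, cut at about 26% in these data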;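 further: 0% = ATP-challenged DMSO wells and 100% = DMSO wells without ATP; some compounds past the cut are filed as inactive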
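Assay system: untransfected parental CHO cell line. Also added: ATP agonist challenge. Dosing: one dose, 5.6 µM nominal. Measured by: Fluo-8 fluorescence. Read-out: % inhibition. Benchmarks: ATP wells versus no-ATP DMSO wells. Repeats: no replicates.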
TAAR1 agonist: agonists of human TAAR1; Q96RJ0; CHO RD-HGA16 TAAR1, Fluo-8 calcium fluorescence; vehicle wells 0%, saturating PEA agonist 100%; activation, % at 3 µM; 360,000 tested, 0.99% active;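 active means activation above the mean activation of all test compounds in the run plus 3 SD, cut at about 38% in these data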
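Test system: RD-HGA16 (CHO) cells co-expressing Gα16 and hTAAR1 / Benchmarks: DMSO vehicle as 0%, PEA at EC100 as 100% / Repeats: no replicates (n 1) / Measure: % activation from peak over basal fluorescence ratio, DMSO-to-PEA scaled / Timing: 17-24 h plating, Fluo-8 75 min 37 °C, 30 min RT / Technique: kinetic Fluo-8 calcium fluorescence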
CHO-K1 Ca antag: M1 antagonist counterscreen hit in parental CHO-K1 cells. ATP-induced calcium, Fluo-8 fluorescence. inhibition, % at 3 µM. 360,000 tested, 0.6% active. AID 602250;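 active means inhibition above a per-plate cutoff, the plate's mean sample inhibition plus 3 SD, cut at about 24% in these data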;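 further: 0% = DMSO plus EC80 ATP and 100% = DMSO alone without ATP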
Numbers without * were called inactive; . = not tested or not shown.

SMILES	TAAR1 antagonist	CHRM1 agonist	M1 PAM parental	CHRM1 antagonist	M1 ag parental	CHRM1 PAM	CHO parental Ca	TAAR1 agonist	CHO-K1 Ca antag
Cc1ccc(-n2nc3c(c2NC(=O)c2ccc4c(c2)OCO4)CSC3)cc1	-15	1	6	-15	0.0	13	-7	2	12
COCCNC(=S)N(Cc1cccs1)Cc1cc2cccc(C)c2[nH]c1=O	10	-7	7	1	3.6	-12	-26	11	12
COc1ccc(NC(=S)NCc2cccn2C)cc1	2	-2	-8	-2	2.4	10	1	0	0
CCCN1CCC(=O)N([C@H](CSc2ccc(C)cc2)CC(C)C)CC1	1	-12	4	2	0.8	-1	.	19	-5
O=[N+]([O-])c1cc(Cl)ccc1Oc1ccc(-c2nnco2)cc1	-3	0	12	9	5.4	1	9	-1	-4
Cc1cc(C)c(C)c(S(=O)(=O)N(C)CCc2ccccn2)c1C	10	-5	11	-9	0.3	7	-20	5	-8
O=C(CSc1nnnn1C1CCCC1)NCc1cccs1	-6	-5	-5	1	-0.2	8	-9	5	-6
Cc1ccc2nc(N(CCN(C)C)C(=O)C3CCN(S(=O)(=O)c4cccs4)CC3)sc2c1	22	-7	5	-10	-0.2	0	.	19	-1
Cc1ccc(S(=O)(=O)N2CCOCC2)cc1NC(=O)COC(=O)C1CCC1	-1	0	12	-14	0.7	7	.	0	-6
CN(C)C(=O)c1cc(Cl)ccc1Sc1cc(Cl)ccc1Cl	6	-6	19	-9	-0.5	2	-22	23	-17
CCCCNC(=O)C1CCC(CNS(=O)(=O)c2cccc3nsnc23)CC1 (stereo not drawn)	-23	-3	-1	-20	2.5	9	-11	11	-8
CCCCOC(=O)CCc1c(C)n[nH]c1C	-16	-7	5	-9	0.6	13	-2	-1	-3
CCC(CC)c1nnc(NC(=O)[C@@H](NC(=O)c2cccc(C)c2)C(C)C)s1	-13	-7	1	-5	-0.1	10	-14	5	0
CC(=O)c1cc(-c2ccccc2)n(CCC(=O)NC2CCCCCC2)c1C	6	-8	22	1	0.8	4	-25	1	-3
CNC(=O)c1ccc(-c2ccccc2)s1	-6	-4	8	-16	-0.2	2	-8	12	-9
Cc1cccc(-c2nnc(SCC#N)n2C)c1	2	-6	10	-7	0.2	11	-8	2	-1
CCC(C)n1[nH]c(=O)cc1N (stereo not drawn)	10	-2	14	-27	1.0	5	10	0	-18
O=C(c1ccccc1NS(=O)(=O)c1ccc([N+](=O)[O-])cc1[N+](=O)[O-])N1O[C@@H]2C=C[C@H]1C2	-12	1	27	-17	0.4	12	-8	-1	-13
COc1ccc2nc3cc(Cl)ccc3c(C#N)c2c1	-19	-3	17	-4	0.6	6	8	2	-11
Cc1ccccc1C(=O)NC(=S)N(C)C1CCCCC1	-6	-4	8	-19	1.2	8	-8	-2	-6
CCCCNC(=S)NNC(=O)c1ccc2c(c1)OCO2	-2	-3	15	-1	-0.2	20	-3	2	0
CCc1[nH]nc2c1C1(CCN(C(=O)OCc3ccccc3)CC1)C(C#N)=C(N)O2	63*	-2	8	-7	0.0	5	-8	33	-5
Cn1c(=O)c2c(nc(SCCN3CCOCC3)n2C)n(C)c1=O	-1	-2	19	-26	1.3	11	-5	4	-10
O=C(CN1C2CCCC1CC(NC(=O)C1CCCCC1)C2)NCc1ccc(F)cc1 (stereo not drawn)	-3	-6	4	5	0.3	-2	-20	1	-16
CCOc1ccc(C(O)(c2ccccc2OC)C(CN2CCCC2)c2ccccc2)cc1 (stereo not drawn)	1	-10	-9	-11	0.7	-3	-16	12	4
Cc1oc(-c2ccccc2Cl)nc1CS(=O)CC(=O)NCc1ccccc1Cl (stereo not drawn)	-14	-2	24	-9	1.3	7	-18	-1	-6
CC1(C)CC(=O)C(C=NC(CCC(N)=O)C(=O)O)=C(O)C1 (stereo not drawn)	-20	-3	16	1	0.5	-2	1	3	-6
CCN(CC(=O)Nc1ccc2c(c1)OCCO2)c1ccc(S(=O)(=O)N2CCOCC2)cn1	5	-2	9	-12	0.9	7	-4	0	-9
COc1ccc(C2c3[nH]c4ccccc4c3CCN2CCCn2cccn2)c(F)c1 (stereo not drawn)	13	-7	-10	1	0.6	-3	1	-1	-11
Cn1c(=O)c2c(nc(CN3CCN(c4ccc(F)cc4)CC3)n2CCN2CCOCC2)n(C)c1=O	-13	-3	11	-5	0.4	2	-4	2	-10
O=C(CSCc1ccccc1Cl)N1CCN(c2ccccn2)CC1	5	-7	-5	8	2.6	-12	-9	9	3
CC(=O)c1cccc(NC(=O)COC(=O)CCC(=O)c2ccc(F)cc2)c1	-23	0	7	-10	0.9	4	-4	1	-6
CN(C)C(CNc1ccc(C(F)(F)F)cn1)c1ccccc1 (stereo not drawn)	-2	-11	2	14	1.9	-18	-8	2	-8
O=C(Nc1ccc(C(=O)N2CCCCC2)cc1)c1cccc([N+](=O)[O-])c1	-13	-1	-7	-1	0.7	1	3	1	6
CCn1nnc(NC(=S)NC(=O)c2ccc(-c3cccc(Cl)c3)o2)n1	9	-4	5	0	0.9	0	-13	3	-5
COc1ccc(CN2CCN(C(=O)C3CCN(S(=O)(=O)c4cccs4)CC3)CC2)c(OC)c1OC	-1	-13	2	1	2.6	1	-4	12	0
NC(=O)NC(=O)COC(=O)CCSc1ccccc1	-2	-4	21	-6	0.8	11	-11	4	-3
COC(=O)c1cc2c(ccn2-c2ccc(F)cc2)n1CC(=O)C(C)(C)C	-9	-3	-5	3	-0.4	-2	-28	13	-13
COc1ccc(C2=NS(=O)(=O)N(C)C(C(=O)Nc3ccc(C(C)=O)cc3)=C2)cc1OC	53*	4	12	21	14	-14	21	12	-7
Cc1csc(NC(=O)C2CCCN(S(=O)(=O)c3ccc4c(c3)oc(=O)n4C)C2)n1 (stereo not drawn)	16	0	4	6	1.1	-1	-5	0	2
S=c1[nH]nc(COc2ccccc2)n1/N=C/c1cccc(Br)c1	-1	-5	15	-1	0.5	8	8	0	-20
CCN(CC)CCNC(=O)c1cc2c(-c3cccc(OC)c3)nn(C)c2s1	1	-9	-10	5	0.5	-2	-7	2	-15
COCCN1C(=O)c2ccc(C(=O)Nc3nccs3)cc2C1=O	2	-1	16	-4	1.0	8	5	0	-6
COc1cc(O)c(C(CCN2CCOCC2)c2ccc(N(C)C)cc2)c(OC)c1 (stereo not drawn)	11	-3	9	-12	2.1	11	-1	14	-12
CC1CN(c2nc(-c3ccc(Br)cc3)nnc2-c2ccccc2)CC(C)N1 (stereo not drawn)	1	-3	-13	8	0.9	-1	-15	11	7
CC(=O)C1=C(O)C(=O)N(Cc2ccccc2)C1c1ccc(Cl)cc1 (stereo not drawn)	-2	-3	15	-17	1.8	10	-9	6	-14
COc1ccc(C(=O)C/C(=C\C(=O)c2ccc(C)cc2)c2ccccc2)cc1	4	2	18	-2	2.9	5	16	0	-10
COc1cccc(N2C(=O)CC(N3CCN(C(=O)c4ccco4)CC3)C2=O)c1 (stereo not drawn)	-4	-4	18	-11	0.4	4	-3	2	-20

Four entries from above, sorted by heavy-atom count, lowest first:
SMILES	TAAR1 antagonist	CHRM1 agonist	M1 PAM parental	CHRM1 antagonist	M1 ag parental	CHRM1 PAM	CHO parental Ca	TAAR1 agonist	CHO-K1 Ca antag
CC(=O)C1=C(O)C(=O)N(Cc2ccccc2)C1c1ccc(Cl)cc1 (stereo not drawn)	-2	-3	15	-17	1.8	10	-9	6	-14
COC(=O)c1cc2c(ccn2-c2ccc(F)cc2)n1CC(=O)C(C)(C)C	-9	-3	-5	3	-0.4	-2	-28	13	-13
CCN(CC)CCNC(=O)c1cc2c(-c3cccc(OC)c3)nn(C)c2s1	1	-9	-10	5	0.5	-2	-7	2	-15
Cc1csc(NC(=O)C2CCCN(S(=O)(=O)c3ccc4c(c3)oc(=O)n4C)C2)n1 (stereo not drawn)	16	0	4	6	1.1	-1	-5	0	2

Continuation.
SMILES	TAAR1 antagonist	CHRM1 agonist	M1 PAM parental	CHRM1 antagonist	M1 ag parental	CHRM1 PAM	CHO parental Ca	TAAR1 agonist	CHO-K1 Ca antag
COc1ccccc1NC(=O)c1ccccc1NS(C)(=O)=O	-7	-1	13	-28	0.1	7	2	7	-1
Cn1c(=O)[nH]c(NC2CCCCC2)c([N+](=O)[O-])c1=O	-15	-4	12	-8	0.4	10	4	4	-2
CN(c1ccccc1)S(=O)(=O)c1ccc(C(=O)NCCc2ccc(F)cc2)cc1	25	4	1	-4	6.6	7	-10	14	3
CNC(=S)Nc1cccc([N+](=O)[O-])c1	0	0	-4	10	0.4	1	0	10	7
C[C@@]12C(=O)Nc3ccc(Br)cc3C(=O)N1[C@H]1c3ccccc3OC[C@@H]1[C@@H]2c1ccccc1	.	-4	12	27*	0.5	-14	-6	.	-7
O=C(NCCc1ccco1)C(=O)NCC1OCCCN1S(=O)(=O)c1cc(F)ccc1F (stereo not drawn)	3	-1	4	-15	1.8	11	-4	2	-9
Cc1ccnn1CCC(=O)N1CCCC(N2CCN(c3cccc(Cl)c3)CC2)C1 (stereo not drawn)	-16	-5	-4	-9	3.0	5	-24	1	-17
C[C@@H]1CC=C[C@H]2[C@H]1C(=O)N(Cc1ccccc1)[C@H]2c1ccc(-c2ccc(N(C)C)cc2)cc1F	-11	-2	-1	3	-0.3	-1	-17	5	-10
Cc1cc(C)cc(NC(=O)COC(=O)c2cc(=O)[nH]c(=O)[nH]2)c1	8	-5	15	-11	0.8	10	-6	0	-8
O=C(CN(C(=O)CCC(=O)Nc1ccccn1)c1cccc(F)c1)NCc1ccco1	-10	-4	4	-2	9.1	8	-6	0	-5
CC(=O)N(C1=C(O)c2ccccc2C(=O)C1=O)C1CCCCC1	-12	-2	20	-8	1.0	9	-10	1	-18
O=C(Nc1ccc2c(c1)OCO2)c1ccc2c(c1)OCO2	-5	-4	16	-8	0.2	5	-7	3	-11
CC(C(=O)Nc1ncccn1)(c1ccccc1)c1ccccc1	8	-13	20	8	0.5	-29	1	7	-1
COc1ccccc1NC(=O)C1=C(C)NC(=O)NC1c1ccccc1F (stereo not drawn)	-18	-3	9	-6	-0.1	4	-8	5	3
CC1Sc2ccc(S(=O)(=O)N3CCC(C(=O)N(C)Cc4ccco4)CC3)cc2NC1=O (stereo not drawn)	19	0	5	3	9.4	-6	-12	3	-13
CC(C)(C)c1ccc(C(=O)Nc2ccc(F)cc2)s1	30	-7	16	-18	1.2	11	-13	-2	-4
Cc1cc(C)cc(OCc2ccc(C(=O)N3N=C(C(F)F)CC3(O)C(F)F)o2)c1 (stereo not drawn)	20	-5	8	3	0.5	-6	-6	1	-19
COCCn1cnc2c1c(=O)n(Cc1ccccc1C#N)c(=O)n2Cc1ccccc1	3	-11	9	1	1.6	2	-5	-2	-11
CC(=O)C1=C(O)CCC1=N	6	-5	12	-12	0.8	6	10	13	-14
